Screens from PubChem BioAssay.
PI4K2A inh: blocks human PI4K2A kinase activity; Q9BTU6; purified PI4K2A, ADP-Glo luminescence, 1 h; stronger effect = lower value; activity change, negative = inhibition, % at 76.9 µM; 420,000 compounds, 0.13% hits; AID 1346378; in the data active = activity change below about -50%;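 note: -100% = wells without enzyme as full effect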
Target sequence (Q9BTU6 whole entry, looked up): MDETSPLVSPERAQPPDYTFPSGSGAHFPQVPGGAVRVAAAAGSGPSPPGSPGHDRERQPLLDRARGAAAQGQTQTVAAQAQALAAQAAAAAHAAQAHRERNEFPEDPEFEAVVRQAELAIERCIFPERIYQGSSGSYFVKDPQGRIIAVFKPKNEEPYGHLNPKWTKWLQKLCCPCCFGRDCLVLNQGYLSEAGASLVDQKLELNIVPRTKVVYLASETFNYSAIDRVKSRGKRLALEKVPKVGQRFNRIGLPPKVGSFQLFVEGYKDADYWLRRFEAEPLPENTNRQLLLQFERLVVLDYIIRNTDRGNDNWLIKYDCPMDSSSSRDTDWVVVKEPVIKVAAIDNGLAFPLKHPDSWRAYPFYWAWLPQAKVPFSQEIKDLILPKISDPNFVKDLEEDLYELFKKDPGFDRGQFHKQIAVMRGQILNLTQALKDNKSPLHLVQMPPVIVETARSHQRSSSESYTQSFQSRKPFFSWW
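PI4K2A activity was measured by ADP-Glo luminescence: enzyme (4 ug/mL stock) and phosphatidylinositol (1.2 mM stock) in Tris pH 7.5/MgCl2/EGTA/Triton X-100 buffer were reacted with ATP (300 microM stock) for one hour at ambient temperature.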
GLS inh: blocks human kidney-isoform glutaminase activity; O94925; Potency, µM (titrated, usually from 45.5 µM), for the others: top-dose activity change, negative = inhibition, hits mostly inhibitors; GLS enzymatic activity, qHTS titration; 410,000 compounds, 0.21% hits; active = well fitted inhibition curve with a large enough effect; note: potency is the fitted concentration of half-maximal effect
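Compounds were pin-transferred onto hKGA, after which L-glutamine (1 mM solution) and a detection mix of glutamate oxidase, HRP and Amplex Red were added. Initial and 30 min RT fluorescence reads were collected.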
Numbers without * were called inactive; i = inactive; [ ] = dose if it differs, or a comment. Unless noted, % is set by controls: 0 for no effect and ±100 for the full control effect.

Molecule | PI4K2A inh | GLS inh
O=C1NC[C@H](CCCCN2C[C@H](Cc3ccccc3)N(Cc3ccccc3)C(=O)C2=O)N(CCC2CCCCC2)C1=O | -2 | 1%
O=[N+]([O-])c1ccccc1S(=O)c1ccccc1[N+](=O)[O-] | 1 | -12%
O=C(CC[C@H]1O[C@@H](n2cnc3c(NC(=O)c4ccccc4)ncnc32)[C@H](O)[C@@H]1O)NCC1CCN(Cc2ccccc2)CC1 | 2 | -1%
COc1cc(F)ccc1-c1cc(C(=O)Nc2ccc(C)c(NS(C)(=O)=O)c2)[nH]n1 | -1 | 5%
COc1ccc(CN2C(=O)CCC2(C)c2nc3ccccc3[nH]2)cc1 (stereo not drawn) | -1 | 3%
O=C1Nc2ccccc2N(C(=O)c2c(F)cccc2F)C1c1nc2ccccc2[nH]1 (stereo not drawn) | -7 | -7%
O=C(Nc1ccc(F)c(Cl)c1)c1ccc2sc([C@@H]3O[C@H](CO)[C@H](O)[C@H](O)[C@H]3O)nc2c1 | -2 | 1%
C#Cc1ccc(NC(=O)C2(C)CCN2C(=O)C/C=C/c2ccccc2)cc1 (stereo not drawn) | 4 | 4%
CCCCN(C=O)c1c(CC)nc2ccc(C(=O)N(C)Cc3ccccc3)cn12 | 5 | 0%
CN1CCN(C(=O)c2ccc(-c3cnc4cccnn34)cc2)CC1 | -3 | 3%
CC1(C(=O)Nc2ccc3c(c2)OCO3)CCN1C(=O)Cc1cccs1 (stereo not drawn) | -9 | 0%
S=C1NCc2cncnc2N1 | 1 | 3%
CCNC(=O)C1CCCN(C(=O)c2cnc3ccccc3n2)CC1 (stereo not drawn) | -2 | 1%
CCNC(=O)C1CCCN(Cc2ccc3ccccc3c2Br)CC1 (stereo not drawn) | -3 | 22%
Cc1ccc2nc(C3CCCCC3)c(Cc3ccccc3C(F)(F)F)n2c1 | -2 | 15%
CN1CCCC(C)(C(=O)Nc2cccc(Oc3ccccc3)c2)C1 (stereo not drawn) | 0 | 2%
Cc1ccc(C)c(CC(=O)N2CCCC(c3cc(C(=O)Nc4ccc5c(c4)OCO5)no3)C2)c1 (stereo not drawn) | 1 | 5%
CNc1cncc(-c2cc(OC)c(OC)c(OC)c2)n1 | 2 | -2%
COCCNC(=O)C1CCCN(C(=O)/C=C/c2ccccc2)CC1 (stereo not drawn) | -4 | -1%
CC(C)C[C@@H](COCc1ccc([N+](=O)[O-])cc1)N1CCN(C(=O)c2ccc(C(F)(F)F)cc2)CCC1=O | -11 | 0%

Grouped by structure: the entries above containing an aryl methoxy group.
Molecule | PI4K2A inh | GLS inh
COc1cc(F)ccc1-c1cc(C(=O)Nc2ccc(C)c(NS(C)(=O)=O)c2)[nH]n1 | -1 | 5%
COc1ccc(CN2C(=O)CCC2(C)c2nc3ccccc3[nH]2)cc1 (stereo not drawn) | -1 | 3%
CNc1cncc(-c2cc(OC)c(OC)c(OC)c2)n1 | 2 | -2%

The main list resumes, starting four compounds before the break.
Molecule | PI4K2A inh | GLS inh
Cc1ccc(C)c(CC(=O)N2CCCC(c3cc(C(=O)Nc4ccc5c(c4)OCO5)no3)C2)c1 (stereo not drawn) | 1 | 5%
CNc1cncc(-c2cc(OC)c(OC)c(OC)c2)n1 | 2 | -2%
COCCNC(=O)C1CCCN(C(=O)/C=C/c2ccccc2)CC1 (stereo not drawn) | -4 | -1%
CC(C)C[C@@H](COCc1ccc([N+](=O)[O-])cc1)N1CCN(C(=O)c2ccc(C(F)(F)F)cc2)CCC1=O | -11 | 0%
C(=C\c1ccccc1)/CN1CCN(C(c2nnnn2C2CCCCC2)C2CC2)CC1 (stereo not drawn) | 3 | 2%
COCCCN1C(=O)C(CC(=O)NCc2cccc3ccccc23)CC(C(=O)N2CCOCC2)=C1C (stereo not drawn) | 3 | -13%
CN(C)CCNC(=O)c1cccc(-c2cnc3c(NC=O)cc(-c4cccc(F)c4)cn23)c1 | 0 | 26%
OC[C@@H]1CN(Cc2ccc(Cl)cc2)C[C@H](n2cnc3c(NC4CC4)ncnc32)O1 | 1 | 4%
CCCn1cnnc1CNC(=O)[C@H]1O[C@@H](n2cnc3c(N)ncnc32)[C@H](O)[C@@H]1O | -4 | 20%
CCNC(=O)C1(C)CCN(C(=O)c2ccc3ccccc3c2)C1 (stereo not drawn) | 5 | 9%
COc1cccc(C(C)(O)c2nc(-c3ccc(C)c(C)c3)cs2)c1 (stereo not drawn) | 5 | -6%
CCOC(=O)C1=CCN(S(=O)(=O)c2ccccc2C)C1c1ccc(Cl)c(Cl)c1 (stereo not drawn) | 1 | -4%
Cc1cc(Cl)ccc1C(O)c1ncc(-c2ccc3ccccc3c2)[nH]1 (stereo not drawn) | -1 | 0%
CC1(C(=O)Nc2cccc(Oc3ccccc3)c2)CCN1Cc1cc2ccccc2o1 (stereo not drawn) | 5 | -3%
COc1ccc(NC(=O)C2Cc3c(-c4ccccc4)ccnc3O2)cc1OC (stereo not drawn) | -6 | -1%
CC1(C(=O)NCc2ccccc2)Cc2c(-c3ccc(C(N)=O)cc3)ccnc2O1 (stereo not drawn) | 3 | 5%
CC1(C(=O)NS(=O)(=O)c2ccc3ccccc3c2)CCN1C(=O)Cc1ccc(Cl)cc1Cl (stereo not drawn) | -11 | 4%
O=C(Nc1cccc2ccccc12)c1ccc2sc([C@@H]3O[C@H](CO)[C@@H](O)[C@H]3O)nc2c1 | 7 | 0%
Cc1cc(Cl)ccc1NC(=O)/N=C1/NC(=O)CS1 | -8 | 20%
COC(=O)[C@]12CCCCC=C1N(Cc1ccccc1)C(=O)[C@H](CC(=O)N1CCCCC1)C2 | -1 | 2%
CC1(C(=O)Nc2cnc3ccccc3c2)CCN1C(=O)CCc1ccccc1 (stereo not drawn) | -2 | -2%
COc1ccccc1Cc1c(-c2ccc(C)cc2)nc2ccc(Br)cn12 | 7 | 0%
CCOC(=O)C1(C)CCCN1C(=O)c1ccc(C(F)(F)F)nc1C (stereo not drawn) | -3 | 2%
C[C@H]1CN([C@@H](C)CO)C(=O)CCCn2cc(nn2)CO[C@@H]1CN(C)C(=O)c1ccc(N2CCN(C)CC2)cc1 | 1 | 11%

Additional compounds
Molecule | PI4K2A inh | GLS inh
CC(=O)Nc1cc(-c2ccc(C(=O)N3CCOCC3)cc2)cn2c(-c3ccc(S(C)(=O)=O)cc3)cnc12 | -11 | -14%
COc1ccc(C(=O)Nc2cccc(NC(C)=O)c2)cc1 | 0 | 0%
CC1=C(C(=O)N(C(C)C)C(C)C)CC(CC(=O)NCCc2ccccn2)C(=O)N1CCCN1CCCC1=O (stereo not drawn) | 5 | 12%
COc1ccccc1CNc1nc(Nc2ccccc2-n2cccn2)c2sccc2n1 | -2 | -9%
CCN(CC)C(=O)c1cccc(-c2csc(C(O)c3cccc(OC)c3)n2)c1 (stereo not drawn) | 1 | -1%
CC(O)(c1cccc(F)c1)c1nc(-c2cccc(C#N)c2)cs1 (stereo not drawn) | 0 | 3%
CN(Cc1ccccc1)C(=O)c1ccc(Nc2nc(C(N)COCc3ccccc3)cs2)nc1 (stereo not drawn) | -5 | 9%
CCOC(=O)C1=CCN(S(=O)(=O)c2ccc(C)cc2)C1c1cccs1 (stereo not drawn) | 1 | 0%
Cc1ccc(Cn2c(C)c(C(=O)NCc3cccs3)sc2=O)cc1 | 6 | -6%
CCCS(=O)(=O)NC(=O)C1(C)CCN(C(=O)Cc2ccc(OC)cc2)C1 (stereo not drawn) | -5 | 1%
COCCNc1ncnc2c1ncn2[C@H]1CN(CCN2CCOCC2)C[C@@H](CO)O1 | 0 | 5%
CCCCNC(=O)C1(C)CCCCN1C(=O)c1ccc(F)cc1Cl (stereo not drawn) | 2 | -4%
CCCN(C)C1CN(Cc2cn(Cc3cc(C)cc(C)c3)nn2)S(=O)(=O)C1 (stereo not drawn) | -3 | 2%
Cc1ccc2c(c1)C1(SC(C)C(=O)N1c1ccc(Cl)cc1)C(=O)N2 (stereo not drawn) | -7 | -6%
OC(c1ccccc1)c1nc(-c2cnc3ccccc3c2)cs1 (stereo not drawn) | -2 | 1%
CC(=O)Nc1cc(-c2ccc(F)cc2)cn2c(-c3ccc(F)cc3)cnc12 | 4 | -11%
CCOc1ccc(Cl)cc1-c1cc(C(=O)NCc2cc(C(F)(F)F)cc(C(F)(F)F)c2)[nH]n1 | -2 | -9%
COc1ccc(NC(=O)c2cc(C3CCCCN3C(=O)C3CCCCC3)on2)c(C)c1 (stereo not drawn) | 0 | 13%
OCCN1CCN(c2ncnc3c2ncn3[C@H]2CN(Cc3ccco3)C[C@@H](CO)O2)CC1 | -1 | 10%
Cn1ccc2c(N3CCCCC3)cc3c(c21)C1CCC3C1 (stereo not drawn) | 1 | 20%

(next part)
Molecule | PI4K2A inh | GLS inh
CC(C)C[C@H]1CN(CCCC[C@H]2CNC(=O)C(=O)N2CCc2ccccc2)C(=O)C(=O)N1CCC1CCCCC1 | -3 | 6%
COc1cccc(C(O)c2nc(-c3ccccc3OC)cs2)c1 (stereo not drawn) | -4 | 4%
COc1ccc2c(CN3CCCCCCC3)cc(=O)oc2c1 | 2 | -11%
O=[N+]([O-])c1ccc(CN2CC(N3CCC(c4ccccc4)CC3)CS2(=O)=O)cc1 (stereo not drawn) | -4 | 16%
OC[C@@H]1CN(CCNc2ccccc2)C[C@H](n2cnc3c(NCc4ccncc4)ncnc32)O1 | 0 | 8%
CC(=O)CC1c2cc(F)ccc2C=C(c2ccsc2)N1c1ccc(-c2cccnc2)cc1 (stereo not drawn) | 6 | 5%
O=c1oc(=S)oc2c1[C@H](c1ccc(Cl)cc1)O[C@H](C1CCCC1)C2 | 1 | -10%
Cc1c(C(=O)NCc2ccc(F)cc2)sc(=O)n1Cc1ccccc1 | 1 | -8%
COc1ccc(CN2C[C@@H](CO)O[C@@H](n3cnc4c(NCCCO)ncnc43)C2)cc1 | 3 | 2%
COc1cc(CCN(C(=O)c2cc3ccccc3[nH]2)C(c2ccccn2)c2nc3ccccc3[nH]2)cc(OC)c1 (stereo not drawn) | -1 | 4%
CC(C)(C)n1nnnc1C(C1CC1)N1CCN(C/C=C/c2ccccc2)CC1 (stereo not drawn) | 7 | -9%
CCCCC(=O)N(C)c1c(C)nc2ccc(C(=O)N(C)Cc3ccco3)cn12 | -5 | 1%
O=C(CCN1C(=O)c2ccccc2C1=O)c1cnc[nH]1 | 10 | -26%
COc1ccc(OC)c(NC(=O)C2(C)CCN2Cc2ccsc2)c1 (stereo not drawn) | 1 | 1%
COCCCN1C(=O)C(CC(=O)NCc2cccs2)CC(C(=O)N(C(C)C)C(C)C)=C1C (stereo not drawn) | 2 | 2%
CC(C)c1ccc(NC(=O)Nc2nc(C(C)N)cs2)cc1 (stereo not drawn) | -9 | 13%
N#CC(C#N)=NNc1ccc2cn[nH]c2c1 | -8 | 32%[activator]
OC[C@H]1O[C@H](c2nc(-c3nc(-c4cccs4)no3)cs2)C[C@@H]1O | -8 | 4%
C[N+]1(CC2COC(c3ccccc3)(c3ccccc3)O2)CCCCC1 (stereo not drawn) | i | -6%
COc1ccc(C(O)c2ncc(-c3ccccc3)[nH]2)cc1 (stereo not drawn) | -1 | -4%

Additional structures:
Molecule | PI4K2A inh | GLS inh
Cc1ccccc1OC1(C)CCN(Cc2ccc(-c3ccccn3)cc2)C1 (stereo not drawn) | -3 | -1%
COc1ccccc1C(NC(=O)C1CCN(CCc2ccc(Br)cc2)CC1)c1ccccn1 (stereo not drawn) | -9 | -8%
COc1ccc(NC(=O)c2cc(-c3cc(F)ccc3OCC3CCCO3)n[nH]2)c(C)c1 (stereo not drawn) | 4 | -7%
CC(NNC(=S)N1CCCCCC1)c1ccc2ccccc2n1 (stereo not drawn) | 2 | 24%
COCCN(CCOC)Cc1cc(=O)oc2cc(OC)ccc12 | -4 | 0%
CC(CC(=O)Nc1ccc2c(c1)c(=O)n(C)n2-c1ccc2ccccc2c1)C(F)(F)F (stereo not drawn) | -6 | 1%
COc1ccc(CC(N)c2csc(Nc3ncccn3)n2)cc1 (stereo not drawn) | -1 | 5%
CC1=C(C(=O)N2CCCCCC2)CC(CC(=O)NCCCN(C)C)C(=O)N1Cc1ccc(F)cc1 (stereo not drawn) | 2 | -12%
CCc1nc2c(OCc3c(C)noc3C)cccn2c1N(C=O)Cc1ccc(OC)cc1 | 0 | 7%
O=C(NCc1cccnc1)c1csc([C@H]2C[C@H](O)[C@@H](CO)O2)n1 | 2 | -2%
Nc1ncnc2c1ncn2[C@@H]1O[C@H](C(=O)N2CCN(Cc3ccccn3)CC2)[C@@H](O)[C@H]1O | -6 | -17%
CSc1ccc(CN2C(=O)C(C)ON=C2c2ccccc2F)cc1 (stereo not drawn) | -5 | 4%
CCN(CC)C(=O)c1csc([C@@H]2O[C@H](CO)[C@H](O)[C@H](O)[C@H]2O)n1 | -2 | 7%
Cc1ccc(C(O)c2ncc(-c3cccc(C(F)(F)F)c3)[nH]2)cc1F (stereo not drawn) | 4 | 0%
CC(=NNC(=O)c1ccccc1N)c1ccccc1O | -3 | 26%
Cn1cc(-c2csc(C(O)c3ccc(F)cc3)n2)cn1 (stereo not drawn) | 0 | -4%

Not all compounds are listed, so the mix of outcomes need not match the whole.
